Wnt bcat act – Wnt/beta-catenin pathway activators, primary screen, cell-based, plate reader, single point; AID 743398, 2014; 300,000 compounds, 1.2% hits; Wnt/beta-catenin reporter cell assay, activator; activation, % at 9.35 µM; in the data active = activation above about 30%, passing the limit was not always enough;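 note: 0% = neutral control wells and 100% = positive control wells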
dFosB act – activators of delta FosB homodimer, primary screen, biochemical, fluorescence polarization, TAMRA-CDK5 oligo, single point | Protein FosB (Mus musculus), P13346 | purified delta FosB; percent of positive-control signal above neutral wells | activation, % at 25 µM | 340,000 compounds, 0.99% hits | AID 493131, 2011;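 active = mean activation above about 17%, with every replicate also reaching it, limit read from the data, passing the limit was not always enough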;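 note: fluorescence polarization rise as delta FosB binds a TAMRA Cdk5 AP-1 oligo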
Target sequence (P13346 whole entry, looked up): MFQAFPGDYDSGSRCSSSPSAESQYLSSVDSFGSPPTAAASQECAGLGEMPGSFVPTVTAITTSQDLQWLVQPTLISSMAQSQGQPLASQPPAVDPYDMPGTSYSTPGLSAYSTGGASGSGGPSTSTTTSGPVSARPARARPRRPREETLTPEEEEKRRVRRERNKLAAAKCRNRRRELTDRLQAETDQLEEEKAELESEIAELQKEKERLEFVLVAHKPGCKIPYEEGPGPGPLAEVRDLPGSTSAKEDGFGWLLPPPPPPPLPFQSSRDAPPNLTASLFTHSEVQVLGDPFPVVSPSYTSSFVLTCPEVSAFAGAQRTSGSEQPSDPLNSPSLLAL
CDK5 inh – inhibitors of human CDK5/p35 kinase, primary screen, biochemical, single concentration. Recombinant CDK5/p35, ADP-Glo luminescence, 60 min. inhibition, % at 10 µM. 330,000 compounds, 0.01% hits. AID 488839, 2010;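 active = highest replicate inhibition of at least 50% and at least 75% of replicates reaching 50%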;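 note: plate controls were DMSO neutral control for no effect and GW8510 at 10 µM for full effect; many of its hits are not listed in these tables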
CAL PDZ FP-1 – untagged CAL PDZ binding inhibitors, primary screen, biochemical, fluorescence polarization, HTS; Golgi-associated PDZ and coiled-coil motif-containing protein (Homo sapiens), Q9HD26; purified CAL PDZ, TMR-peptide fluorescence polarization, 1 h; inhibition, % at 24.9 µM; 300,000 compounds, 0.92% hits; AID 602252, 2012;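 active = mean inhibition of at least 30% with at least half of replicates also reaching 30%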;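 note: 0% = DMSO neutral control and 100% = excess unlabeled competitor peptide PRC23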
V-ATPase pHluor – regulators of yeast V-ATPase proton pumping, primary screen, pHLuorin cytosolic pH fluorescence | S. cerevisiae | response, % at 10 µM | 350,000 compounds, 0.37% hits | AID 504577, 2011; in the data active = response mostly above about 7.3%, no sharp cut-off; inactive = mostly below about 5.4%; note: actives read high; inactives centre near 0; some compounds called inactive have numbers as strong as hits
Tat export inh – E. coli Tat export inhibitors, primary screen, MC4100, TorA-mCherry reporter, fluorescence, single point | inhibition, % at 10 µM | 340,000 compounds, 0.036% hits;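 active = mean replicate inhibition at least 50% and at least half of replicates individually reaching 50%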;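 note: exported cargo escapes ClpAP degradation while cytoplasmic cargo is degraded and loses fluorescence; 0% = median of neutral control wells and 100% = median of NaSCN control wells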
CAL PDZ FP-2 – CAL PDZ peptide-binding inhibitors, primary screen, biochemical, fluorescence polarization, Cer-tagged CAL PDZ, HTS | Golgi-associated PDZ and coiled-coil motif-containing protein (Homo sapiens), Q9HD26 | purified CAL PDZ, TMR-peptide fluorescence polarization, 1 h | inhibition, % at 20 µM | 330,000 compounds, 0.02% hits | AID 504414, 2011;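 active = highest replicate inhibition of at least 40%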;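 note: plate controls were DMSO neutral control wells for no effect and unlabeled competitor peptide control wells for full effect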
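Test system: tagged CAL PDZ domain / Buffer or medium: sodium phosphate/NaCl buffer pH 7.4 with TCEP, IgG, Thesit / Reagent: TMR-labelled reporter peptide T*-PRC34 bound in PDZ groove / Compound dosing: single point, 20 µM / Schedule: 1 h incubation at room temperature before polarization reading / Technique: fluorescence polarization (mP) / Benchmarks: unlabelled peptide, DMSO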
MITF TRPM1 HTS – activators of MITF-driven TRPM1 promoter reporter, primary screen, cell-based, SK-MEL-5, luciferase, single point; SK-MEL-5 TRPM1-promoter luciferase, 24 h; % of positive control, neutral wells = 0; activation, % at 12.5 µM; 300,000 compounds, 0.75% hits; AID 588334, 2011;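 active = mean activation of at least 80% with every replicate also reaching 80%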;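 note: 0% = neutral control wells and 100% = parthenolide positive control wells; values of inactives mirror those of a sister screen read the other way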
RTF Ca sens act – cardiac RTF calcium sensitivity activators, primary screen, biochemical, IANBD-TnC fluorescence, EC20 calcium; 340,000 compounds, 0.24% hits; activation, % at 7.2 µM; IANBD-labeled TnC RTF fluorescence at EC20 calcium; 0% EC20 calcium, 100% full calcium; Troponin I, cardiac muscle (Homo sapiens) + Troponin T, cardiac muscle (Homo sapiens) + …;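 active = activation above the mean over all tested compounds plus 3 SD, cut at about 30% in these data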;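 note: rise in fluorescence read as greater calcium sensitivity of cardiac thin filaments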
Rtt109 Vps75 – inhibitors of C. albicans Rtt109/Vps75 HAT, primary screen, biochemical, ThioGlo CoA-SH fluorescence, plate reader; AID 540336, 2011; inhibition, % at 34.9 µM; 330,000 compounds, 0.16% hits; Histone acetyltransferase RTT109 (Candida albicans (strain SC5314 / ATCC MYA-2876)), …; purified Rtt109/Vps75, 4 h;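 active = inhibition of at least 50% in every replicate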
Target sequence (Q5AAJ8 whole entry, looked up): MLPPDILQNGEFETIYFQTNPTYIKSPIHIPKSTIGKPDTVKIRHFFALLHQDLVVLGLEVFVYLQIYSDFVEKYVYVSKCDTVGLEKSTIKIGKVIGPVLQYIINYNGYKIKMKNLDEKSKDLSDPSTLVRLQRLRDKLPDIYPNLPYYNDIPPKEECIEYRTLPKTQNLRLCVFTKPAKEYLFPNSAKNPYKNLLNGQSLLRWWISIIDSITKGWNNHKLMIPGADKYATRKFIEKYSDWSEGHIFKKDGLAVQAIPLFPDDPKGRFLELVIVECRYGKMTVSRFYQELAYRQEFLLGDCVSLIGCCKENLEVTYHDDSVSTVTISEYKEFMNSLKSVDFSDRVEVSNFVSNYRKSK
The depositor's hits bear a star; x = not tested or not shown. Outcome played no part in choosing rows. Share with any hit: about 4.1%.

SMILES	Wnt bcat act	dFosB act	CDK5 inh	CAL PDZ FP-1	V-ATPase pHluor	Tat export inh	CAL PDZ FP-2	MITF TRPM1 HTS	RTF Ca sens act	Rtt109 Vps75
COCCN1C(=O)N[C@@H](c2cccc(C(F)(F)F)c2)C(C(=O)OC)=C1C	x	-7	0.9	-3	-6	2	0.8	-3	28	-17
CC(Sc1nnc(-c2ccncc2)n1C)C(=O)Nc1ccc(N2CCOCC2)cc1 (configuration not stated)	0	-5	-1.0	-1	-3	2	-0.8	7	1	-3
Cc1ccc(S[C@@H](CCN2CC[C@H](C)CCC2=O)c2ccccc2)cc1	-9	-14	-2.4	0	-2	24	-0.8	-5	-3	5
CC(C(=O)N1CCc2ccccc21)N1CCN(S(=O)(=O)c2cccc(C(F)(F)F)c2)CC1 (configuration not stated)	-1	-15	0.7	-8	4	7	-0.6	3	1	-8
CCCn1ncc(CN2CCN(Cc3ccc(C)o3)C(CCO)C2)c1C (configuration not stated)	2	-2	0.7	-4	-7	-4	-0.6	-9	6	13
CCOc1ccc(NC(=O)Cn2cc(C(=O)CC)c3ccccc32)cc1	x	41*	0.9	7	0	-8	1.0	28	-4	-1
Cc1csc(N(C(=O)Cc2ccccc2F)c2ccccc2)n1	1	-8	-1.1	-4	4	-5	-1.7	-1	5	8
COc1ccc(N2CCN(C(=O)c3cn(C4CCCC4)c(=O)c4c3c3ccccc3n4C)CC2)cc1	-8	-4	-1.3	0	0	7	-1.3	2	0	3
COc1ccc(CCNC(=O)c2cn3ccc(C)cc3n2)cc1OC	0	-10	0.7	x	1	2	-1.8	-6	10	3
O=S(=O)(Nc1ccc(-n2cnnn2)cc1)c1ccc(F)c(F)c1F	2	-12	1.0	-3	-1	-1	-3.7	-3	-1	1
C=CCN(c1ccccc1)S(=O)(=O)c1cccc(C(=O)NNC(=O)c2ccccc2O)c1	-4	-5	-1.6	7	0	-4	-1.4	-21	-4	-3
CSCCC(NC(=O)c1ccco1)C(=O)NCC(c1ccccc1)N(C)C (configuration not stated)	24	-1	0.1	2	1	0	0.6	14	-1	-1
COc1ccc(S(=O)(=O)N2CCC(C(=O)N3CCC(C(N)=O)CC3)CC2)cc1Cl	0	-3	-0.4	-3	-2	2	-0.6	-9	7	3
Cc1cc(C=O)c(C)n1-c1ccc(Oc2ccc([N+](=O)[O-])cn2)cc1	0	-4	-0.5	25	-5	-1	-3.1	13	23	0
CCC(C)/C=C/C1=CC2=C(Cl)C(=O)C3(C)OC(=O)C(C(=O)C(C)C(C)O)C3C2=CO1 (configuration not stated)	-2	0	-1.7	-3	3	6	-0.5	-3	-2	2
CC(=O)Oc1ccc2cc(-c3ccccc3)c(=O)oc2c1	15	-3	0.4	-1	3	0	2.0	60	-6	1
CCCCN(CC)Cc1ccc(CNC(=S)Nc2cccc(F)c2)o1	19	-9	0.1	-1	-1	4	-4.1	-7	-3	-7
CCCN(C(=O)Cn1ncc2c(=O)oc3ccccc3c21)c1cccc(C)c1	x	-3	1.0	1	0	-1	-2.9	15	-1	12
CCc1c(C)nc2c(OC)cccc2c1Cl	-1	0	-1.5	-1	0	9	0.1	7	8	5
COC(=O)c1cc(OC)c(OC)cc1NC(=S)N1CCCCC1	-4	-8	-3.5	x	1	-11	-0.6	-18	-6	-14
O=C(Nc1ccc2snnc2c1)N1CCOCC1	x	-3	1.7	-5	-1	-2	0.2	-1	4	10
Cc1ccc(OCC(O)Cn2c(N3CCCCC3)nc3c2c(=O)[nH]c(=O)n3C)cc1 (configuration not stated)	0	-3	-0.3	0	0	-9	-0.4	-2	2	6
N#C/C(=C\c1ccc(Cl)s1)C(=O)N1CCN(c2ccccc2)CC1	x	-2	-0.3	-3	-1	-4	-0.1	19	1	-5
CCOC(=O)c1cc(NC(=O)NCc2ccco2)c(C)nc1C	x	-7	-0.1	1	1	-4	-0.3	-3	6	-4
O=C(NC1CC1)c1ccc2c(c1)N(Cc1ccccc1)CCS2	1	-1	-1.8	-1	-2	-1	-2.1	-3	4	-5
CC1CCCCC1NC(=O)CSc1nnc(-c2ccncc2)n1CCCN(C)C (configuration not stated)	-3	-7	0.1	x	-2	1	-0.2	4	5	-5
C#CCOCCOCCOCCNc1nc(N2CCN(C(=O)Cn3cc(CCO)nn3)CC2)nc(N2CCN(C(=O)[C@H](C)n3cc(CCCN=C(N)N)nn3)CC2)n1	-2	-5	1.1	0	2	-2	-0.2	6	0	8
CC(=NNC(=S)N1CC2CCC(CC2)C1)c1cccc(C)n1	-4	-6	2.4	-2	3	-2	-0.9	-39	-7	3
Cc1ccc(N2CN(Cc3ccco3)CNC2=S)cc1	36*	6	0.7	-3	1	-8	-1.3	-4	-6	-6
O=C(CN(C(=O)c1csnn1)c1ccccc1F)NCc1ccccc1	0	-1	-6.0	-4	-4	-1	-3.3	x	0	5
O=C(O)CC(CC(=O)O)n1cccc1	-2	-5	0.7	-11	0	9	-0.5	-9	-4	-6
Cc1cnc(NC(=O)c2nn(C)cc2[N+](=O)[O-])s1	-2	-7	-0.3	-5	-1	-1	0.4	-73	-7	-4
CCOc1ccc(Nc2nc(N)c([N+](=O)[O-])c(N3CCN(CC)CC3)n2)cc1	18	-2	1.8	-4	3	2	x	13	-5	1
CC(NC(=S)Nc1c(Cl)cccc1OC(F)F)C(C)(C)C (configuration not stated)	x	-4	-0.7	2	0	6	-0.2	1	9	-3
Cc1ccc(NC(=O)C2CC(=O)N/C(=N/N=C/c3ccco3)S2)cc1 (configuration not stated)	x	5	x	-6	0	0	0.2	8	-5	-5
CCn1c(SCC(=O)Nc2cc(C)on2)nnc1-c1cccc(C)c1	-3	-2	1.8	48*	-2	-7	0.1	-12	-3	-6
Clc1cccc(Cl)c1CN1CCN(c2ncccn2)CC1	-1	1	-4.5	-23	-1	1	-1.6	x	-2	4
CCOC(=O)C1=C(CS(=O)(=O)c2ccc(F)cc2)NC(=O)NC1c1cc(OC)c(O)c(OC)c1 (configuration not stated)	-1	-9	0.4	-2	9	2	-1.1	-3	-4	-4
CCOC(=O)C(=O)NCC(c1ccco1)S(=O)(=O)c1cccs1 (configuration not stated)	-2	-3	0.5	-6	1	0	-1.2	5	2	1
COc1ccc(C(=O)Nc2ccc(CN3CCOCC3)cc2)cc1Br	0	-9	3.8	x	0	-1	-2.0	10	1	18
Cc1noc(C)c1COc1ccc(C(=O)N2CCN(S(=O)(=O)c3ccc(Cl)cc3)CC2)cc1	0	-9	1.7	39*	-2	6	-0.6	-5	-9	-14
COc1ccc(NC2CCCN(C(=O)CCc3ccccc3F)C2)cc1 (configuration not stated)	-1	-10	0.8	78*	4	2	0.3	-3	-1	6
N#Cc1ncc(Cl)c2ccccc12	-1	3	-0.9	x	2	-7	-1.3	7	6	-6
Cc1ccc(-c2c(C(=O)N/N=C/c3ccncc3)nnn2-c2nonc2N)cc1	-2	-18	-0.4	-2	1	-10	0.9	27	-1	3
O=C(COc1ccc2ccccc2c1Br)N1CCCCC1	x	-7	-0.1	-8	0	2	-2.0	40	-7	5
C=CCN1C=C2C(=O)C(C)(OC(=O)CCc3ccccc3)C(=O)C=C2C=C1c1ccc(C#N)cc1 (configuration not stated)	2	-4	-5.7	-1	7	-11	0.2	0	10	-3
O=c1[nH]c(/C=C\c2cccc(C(F)(F)F)c2)nc(O)c1[N+](=O)[O-]	0	-1	0.8	-4	3	-3	1.2	-10	-4	15
Cc1cc(OCC(=O)NCC(C)C)cc(C)c1Br	9	0	-0.4	1	-2	-5	-2.0	18	1	1
COc1ccc(C(=O)NC(=S)NNC(=O)c2ccc3ccccc3n2)cc1	-4	15	5.6	x	-7	-1	-0.4	x	2	-4
CS(=O)(=O)Nc1ccccc1C(=O)Nc1ccccc1Cl	x	-7	-1.5	-2	1	-8	-1.7	24	8	8
N#Cc1c(-c2ccccc2)c(-c2ccccc2)n[nH]c1=O	-4	-5	1.7	-3	0	-1	-0.9	x	-2	-2
CC(C)(C)c1ccccc1NC(=O)c1ccc2c(c1)SC1=NS(=O)(=O)CCN12	-1	-6	-0.8	-8	2	9	-2.9	-7	2	5
CCC(C)c1ccc(NC(=O)C/C(C)=N/NC(=O)c2cnccn2)cc1 (configuration not stated)	-4	4	-1.4	x	0	2	-0.9	6	-2	3
Cc1ccc(C(=O)COc2ccccc2C(=O)Nc2ccccc2)cc1	5	-6	-0.9	0	-1	6	-1.8	16	2	-1
COc1ccc(Oc2coc3c(CN4CCOCC4)c(O)ccc3c2=O)cc1	x	-3	-0.3	-3	1	0	-0.2	-1	-2	-14
COCCn1nnnc1C(c1ccccn1)N1CCN(c2cc(C)ccc2C)CC1 (configuration not stated)	x	-3	-0.2	-1	-2	2	0.2	-13	-2	2
C/C(=N\OC(=O)c1ccccc1F)c1nccs1	-4	-7	2.4	-2	-3	1	0.8	x	-4	6
O=C(CSc1nc2cccnc2n1Cc1ccccc1)N1CCCC1	x	2	1.0	1	-2	7	-1.0	x	4	0
O=C(CSc1nc2ccccc2c(=O)n1-c1ccccc1F)NC1CC1	2	-2	-0.6	-1	0	-3	9.8	-12	-1	2
CCN(c1ccccc1)S(=O)(=O)c1ccc(F)cc1C	x	-4	0.5	-4	1	0	-1.8	1	3	x

Grouped by structure, the compounds so far containing a tert-butyl group
SMILES	Wnt bcat act	dFosB act	CDK5 inh	CAL PDZ FP-1	V-ATPase pHluor	Tat export inh	CAL PDZ FP-2	MITF TRPM1 HTS	RTF Ca sens act	Rtt109 Vps75
CC(NC(=S)Nc1c(Cl)cccc1OC(F)F)C(C)(C)C (configuration not stated)	x	-4	-0.7	2	0	6	-0.2	1	9	-3
CC(C)(C)c1ccccc1NC(=O)c1ccc2c(c1)SC1=NS(=O)(=O)CCN12	-1	-6	-0.8	-8	2	9	-2.9	-7	2	5

The results go on.
SMILES	Wnt bcat act	dFosB act	CDK5 inh	CAL PDZ FP-1	V-ATPase pHluor	Tat export inh	CAL PDZ FP-2	MITF TRPM1 HTS	RTF Ca sens act	Rtt109 Vps75
Cc1cc(SCc2ccccc2F)nc(=O)[nH]1	-1	-10	-0.6	-3	-1	6	-1.5	17	-5	1
O=C(Nc1ccccc1)Nc1nnc(SCc2ccc(Cl)cc2)s1	-2	3	-0.6	1	2	-9	-0.8	4	-4	-7
COC(=O)[C@@H](NC(=O)Nc1ccc(C(C)=O)cc1)C(C)C	x	2	-4.0	x	3	-4	2.7	4	-1	-12
COc1ccc(-c2nc3c4ccccc4ccn3c2CN2CCOCC2)cc1OC	28	1	-1.2	-8	-2	-4	0.6	44	5	20

High-throughput results deposited in PubChem by several laboratories.
